KCNQ2 block: KCNQ2 potassium channel inhibitors, primary screen, cell-based, CHO-K1, FluxOR thallium flux, B-score (AID 2156); 20 min; hits give low values; B-score at 10 µM; 1.1% of 310,000 active;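 active means fluorescence ratio B-score at most minus 3 library SDs, with starting brightness B-score within 2 library SDs, cut at about -5.5 in these data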
Kir21 inh: inhibitors of mouse Kir2.1 inward-rectifier potassium channel | P35561 | HEK293-Kir2.1, FluxOR thallium flux fluorescence; hits give low values | B-score at 10 µM | 0.85% of 310,000 active | AID 1672;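 active means fluorescence ratio B-score at or below minus 3 SD of library scores, with starting-brightness B-score within 2 SD, cut at about -4.2 in these data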;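 further: channel flux triggered by added potassium and thallium sulfate stimulus; B-score of peak minus minimum fluorescence over baseline after thallium stimulus; more negative B-score means stronger Kir2.1 block with less thallium influx; some compounds called inactive have numbers as strong as hits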
Target sequence (P35561 whole entry, looked up): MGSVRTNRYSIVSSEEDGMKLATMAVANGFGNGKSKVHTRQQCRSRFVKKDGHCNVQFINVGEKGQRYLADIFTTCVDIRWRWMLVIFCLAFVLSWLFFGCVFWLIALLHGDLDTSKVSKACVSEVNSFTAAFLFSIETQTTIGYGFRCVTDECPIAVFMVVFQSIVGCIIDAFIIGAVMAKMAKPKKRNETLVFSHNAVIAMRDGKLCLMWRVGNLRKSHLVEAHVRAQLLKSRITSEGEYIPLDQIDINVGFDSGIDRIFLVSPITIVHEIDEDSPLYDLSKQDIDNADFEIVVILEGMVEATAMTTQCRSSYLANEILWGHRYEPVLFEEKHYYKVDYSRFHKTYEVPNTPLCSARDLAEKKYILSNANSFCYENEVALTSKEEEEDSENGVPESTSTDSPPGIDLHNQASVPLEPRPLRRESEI
* hit, by the source's call; i = inactive. Compounds as they come; overall some 1.9% were active at least once.

structure | KCNQ2 block | Kir21 inh
COc1cc(NS(=O)(=O)c2ccc(NC(=O)C3CCCO3)cc2)nc(OC)n1 (stereo unspecified) | i | 0.26
CCN(/N=C/c1ccc(Cl)cc1)c1cc(=O)n(C)c(=O)[nH]1 | i | 0.29
O=C(N/N=C/c1ccc2c(c1)OCO2)c1ccc(Cn2cc([N+](=O)[O-])cn2)o1 | i | 0.21
[O-]/C(=C(\C(=S)Nc1ccc(SC(F)F)cc1)[n+]1ccccc1)c1cc(Cl)ccc1Cl | i | 0.06
Cc1nn(-c2cc(C(F)(F)F)ccc2Cl)c2nc(C(F)(F)F)[nH]c(=O)c12 | i | -1.69
Cc1ccccc1NC(=O)Cc1nnc(SCc2ccc(Cl)c(Cl)c2)n1C | i | -2.35
CCCC(=O)Nc1ccc2nc(SCC(=O)Nc3nccs3)sc2c1 | i | 1.55
O=C1C=C(NCc2ccc3c(c2)OCO3)CC(c2ccccc2)C1 (stereo unspecified) | i | -0.45
O=C(NCC(O)c1ccc([N+](=O)[O-])cc1)C(c1ccccc1)c1ccccc1 (stereo unspecified) | i | -0.02
CCCSCC(=O)Nc1ncc2c(n1)-c1ccccc1CC2 | i | -1.32
NC(=O)c1ccccc1 | i | -0.07
Cc1ccc(NC(=O)c2c(C(F)(F)F)nn(C)c2Cl)cc1C | i | -1.18
CO[C@H]1O[C@H](CBr)[C@@H](OC(=O)c2ccccc2)[C@H](O)[C@H]1O | i | -0.09
COc1cccc(N(CC(=O)NC2CCCC2)C(=O)CCCC(=O)Nc2ccccn2)c1 | i | -0.02
CCc1nc(CN2CCN(Cc3ccc(F)c(F)c3)C(CCO)C2)c(C)[nH]1 (stereo unspecified) | i | 0.8
C/C(=N\NC(=O)c1cc2ccccc2cc1O)c1cc2ccccc2o1 | i | 0.59
Cc1cc(C)cc(OC(C)c2ccnc3nc(/N=C/N(C)C)nn23)c1 (stereo unspecified) | i | -0.32
Brc1cccc(-c2nnc3sc(CN4CCCCC4)cn23)c1 | i | 0.97
COc1cc(/C=N/N2CCN(c3ccccc3)CC2)ccc1OC(C)=O | i | -2.3
COc1ccc(NC(=O)CN(Cc2ccccc2)S(C)(=O)=O)cc1OC | i | 1.38
CCN(CC)C(=O)CN(C#N)c1nc(NC(C)C)nc(NC(C)C)n1 | i | 0.83
CCOC(=O)c1sc2nc(C(C)C)c3c(c2c1N)CCC3 | i | 0.33
COc1cc2cc(CN(C(=O)Nc3ccccc3)C3CCCC3)c(=O)[nH]c2cc1OC | i | 0.05
COc1cc(C=O)ccc1OC(=O)c1ccc(C(C)C)cc1 | i | -1.03
CC1(C)OC(=O)C(=NNc2ccccc2)C(=O)O1 | i | 0.64
Cc1ccc(NC(=O)CC(C)CC(=O)NCc2ccccc2)cc1Cl (stereo unspecified) | i | -0.2
COc1cc(-c2c(C#N)c(N)nc(SCc3ccncc3)c2C#N)cc(OC)c1OC | i | 0.05
CSCCC(N=Cc1c(O)n(-c2ccc(F)cc2)c(=O)[nH]c1=O)C(=O)O (stereo unspecified) | i | -0.58
Cc1ccc(S(=O)(=O)NC(=O)Nc2cccc(C)n2)cc1 | i | 0.63
O=C(Nc1ccccc1OC(F)F)c1oc2ccccc2c1COc1ccccc1 | i | -3.38
O=C(CN(C(=O)Cn1nnc(-c2ccc(F)cc2)n1)C1CCCC1)NC1CCCC1 | i | 0.47
COc1ccc2cc(-c3[nH]ncc3CN3CCCN(c4ccccc4)CC3)ccc2c1 | i | -0.42
CCOC(=O)CSc1nnc(Cc2ccccc2)n1-c1ccc(C)cc1 | i | -3.12
NC(=O)CC(NC(=O)Cc1ccc(Br)cc1)c1ccc(NCCN2CCCCC2)c([N+](=O)[O-])c1 (stereo unspecified) | i | 0.27
COCCCNC(=O)c1ccc2nc3ccccc3c(=O)n2c1 | i | 0.01
Cc1ccc(N(CC(=O)N/N=C/c2ccco2)S(=O)(=O)c2ccccc2)cc1 | i | 0.19
CCOC(=O)c1c(SCC(=O)Nc2nccs2)nc(C)c(C)c1C | i | -0.98
COc1ccccc1C(=O)NNC(=O)CCCN1C(=O)/C(=C/c2cccs2)SC1=S | i | -2.24
Cc1c(C(=O)Nc2cccnc2Cl)oc2ccccc12 | i | 0.01
COC(=O)c1cc(NS(=O)(=O)c2ccc(NC(C)=O)cc2)cc(C(=O)OC)c1 | i | 0.02
COc1ccc(C(=O)NC(C)c2csc(C)n2)cc1OC1CCN(C(C)=O)CC1 (stereo unspecified) | i | -0.02
CN(C)c1ccc2c(c1)Sc1cc(N(C)C)ccc1N2C(=O)c1ccccc1 | i | 0.58
CC(=O)c1c(C)[nH]c(C(=O)OCn2nnc3ccccc3c2=O)c1C | i | 0.98
Cc1cc(C)n2nc(CC#N)c(C#N)c2n1 | i | 0.01
O=c1c2[nH]c3ccc(F)cc3c2ncn1CCCN1CCOCC1 | i | 1.9
Cc1cc2ccccc2n1CCNC(=O)Cc1cccc2ccccc12 | i | -1.07
CC(=O)Nc1ccc(NC(=O)CS(=O)(=O)c2cn(CC(=O)N3CCCCC3)c3ccccc23)cc1 | i | -1.18
COc1ccccc1N(C)S(=O)(=O)c1ccc(C(=O)O)cc1 | i | -0.51
N#C/C(=C\c1ccc(N2CCCCC2)c([N+](=O)[O-])c1)c1nn(-c2ccccc2)c(N)c1C#N | i | -0.89
Cc1cc2nc(Cl)c(Cl)nc2cc1C | i | 1.57
COC(=O)COc1ccc(/C=C2/NC(=O)N(CC(=O)OC)C2=O)cc1 | i | 0.01
CCOC(=O)c1ccc(OC(=O)CCCCCN=C(N)N)cc1 | i | 0.22
COc1ccc(C(=O)n2ncc(C#N)c2N)cc1 | i | -0.92
C/C=C(\C)CN1CCN(c2cc(C)ccc2C)CC1 | i | 0.14
CN(C)CCNC(NC(=O)c1cccs1)C(Cl)(Cl)Cl (stereo unspecified) | i | 1.82
Cc1nc(C)n(C(C)CNC(=O)c2cccc(Br)c2)n1 (stereo unspecified) | i | 0.69
Cc1oc2c(c(C)cc3oc(=O)c(CC(=O)NCCC(=O)O)c(C)c32)c1C | i | 1.36
Oc1ccc(N=Nc2n[nH]c(-c3ccc(Cl)cc3)n2)cc1 | i | 0.09
CCOc1ccc(S(=O)(=O)N2CCOCC2)cc1NC(=O)CSC(=S)N1CCCC1 | i | -0.32
CC(=O)Nc1sc2c(c1C#N)CCCCC2 | i | 0.37

Complete entries, looked up by structure. Values in the order: KCNQ2 block	Kir21 inh
`O=c1c2[nH]c3ccc(F)cc3c2ncn1CCCN1CCOCC1` across the screens: i	1.9
`COc1ccc(C(=O)n2ncc(C#N)c2N)cc1` across the screens: i	-0.92
`COc1ccccc1N(C)S(=O)(=O)c1ccc(C(=O)O)cc1` across the screens: i	-0.51
`CN(C)c1ccc2c(c1)Sc1cc(N(C)C)ccc1N2C(=O)c1ccccc1` across the screens: i	0.58

(continued)
structure | KCNQ2 block | Kir21 inh
O=C(OCc1ccc(Cl)cc1Cl)c1ccncc1 | i | -0.71
COc1ccc(CCNC(=O)COc2ccc(N(C)S(=O)(=O)c3ccc(C)cc3)cc2)cc1OC | i | -0.89
CCn1c2c(c(=N)c3c1CCC3)CCCC2 | i | -1.04
CCN(CC(=O)Nc1ccc2c(c1)OCCO2)C(=O)c1ccc(C(F)(F)F)cc1 | i | 0
CC1CC(C)CN(S(=O)(=O)c2cccc3cccnc23)C1 (stereo unspecified) | i | -5.22*
O=C(NCCC1=CCCCC1)c1ccc(Cl)c([N+](=O)[O-])c1 | i | -1.64
CC(NC(=O)CCc1nnc(-c2ccc(-c3ccccc3)cc2)o1)c1nc2ccccc2[nH]1 (stereo unspecified) | i | -0.1
COC(=O)[C@@H](NC(=O)c1cc(COc2cncc(Cl)c2)on1)c1ccccc1 | i | 2.55
CCOC(=O)Cn1nc(C)c(NC(=O)COc2ccc(OC)cc2)c1C | i | 1.31
CN(C1CC(C)(C)N(O)C(C)(C)C1)S(=O)(=O)CC12CCC(CC1=O)C2(C)C (stereo unspecified) | i | 3.21
c1ccc(CN2CCN(CCN3CCn4c3nc3ccccc34)CC2)cc1 | i | -1.71
CCOc1ccc(S(=O)(=O)N(CC)CC(=O)NCc2cccnc2)cc1 | i | 0.71
O=C(c1ccc(OC2CCN(Cc3ccc(C(F)(F)F)cc3)CC2)cc1)N1CCCCC1 | i | -0.26
CCOc1ccc(-c2[nH]ncc2-c2csc(C)n2)c(O)c1 | i | 4.02
CCc1ccc(NC(=O)CSc2nc3ccccc3c(=O)n2CCCN2CCC(C)CC2)cc1 | i | -0.14
Cc1ccc(S(=O)(=O)N(C)C)cc1NC(=O)CN1C(=O)NC2(CCCc3ccccc32)C1=O (stereo unspecified) | i | -0.14
COc1cc(C(=O)NC(CCSC)C(=O)OCC(=O)C(C)(C)C)cc(OC)c1OC (stereo unspecified) | i | -0.3
O=C(Oc1cccnc1)c1ccco1 | i | 0.2
Cc1oc(-c2ccccc2F)nc1CSCC(=O)NC1CCCC1 | i | -3.6
CCO[C@@H]1OC(C(=O)NCc2ccccc2)=C[C@H](c2ccc(C(F)(F)F)cc2)[C@H]1CCCO | i | -1.24

Brought forward from above: 3 entries; new compounds follow.
Every second line gives: KCNQ2 block | Kir21 inh
- O=C(Oc1cccnc1)c1ccco1
    i | 0.2
- Cc1oc(-c2ccccc2F)nc1CSCC(=O)NC1CCCC1
    i | -3.6
- CCO[C@@H]1OC(C(=O)NCc2ccccc2)=C[C@H](c2ccc(C(F)(F)F)cc2)[C@H]1CCCO
    i | -1.24
- COC(=O)c1ccc(C2/C(=C(\O)c3cccc(OC)c3)C(=O)C(=O)N2CCCN(C)C)cc1 (stereo unspecified)
    i | 0.06
- O=C1CCCc2nc(N3CCc4ccccc43)ncc21
    i | 0.79
- O=C(NCC(O)c1ccc2ccccc2c1)c1c(F)cccc1F (stereo unspecified)
    i | -0.15
- CCCNCC(O)Cn1c2ccccc2n2c(=O)cc(C)c(C#N)c12 (stereo unspecified)
    i | 0.1
- O=C(CN1C(=O)CCS(=O)(=O)c2ccccc21)Nc1cccc(F)c1
    i | -1.98
- CCOC(=O)c1ccc(NS(=O)(=O)c2ccc3[nH]c(=O)[nH]c3c2)cc1
    i | -0.01
- COCCC(=O)N1CCC(Oc2ccc(C(=O)N(C)Cc3cc(C)no3)cc2)CC1
    i | -0.02
- O=C(CSc1nnc(NCc2ccccc2)s1)NC1CCS(=O)(=O)C1 (stereo unspecified)
    i | -0.02
- CCc1ccc(NC(=O)/C(C#N)=C/c2cc3ccc(C)cc3nc2N2CCOCC2)cc1
    i | 1.09
- CN(c1ccccc1)S(=O)(=O)c1ccc(C(=O)N2CCc3ccccc3C2)cc1
    i | 2.19
- O=C(CCN1C(=O)c2cccc3cccc(c23)C1=O)N1CCN(c2ccccc2F)CC1
    i | 2.39
- Cc1ccccc1CSc1nnc([C@@H]2CCCN2)o1
    i | -0.95
- CCCCn1c(CCC(=O)O)ccc1-c1cccs1
    i | 0.03
- CC(=O)N(C)c1ccc(NC(=O)CCN2C(=O)c3ccccc3C2=O)cc1
    i | -0.76
- O=[N+]([O-])c1cc(Oc2cccnc2)cc([N+](=O)[O-])c1
    i | 0.55
- Cc1ccc(C(=O)N/N=C/c2cc(Br)ccc2O)cn1
    i | -0.86
- Cc1ccccc1C(=O)N1CCC(n2nccc2NC(=O)C2CC2)CC1
    i | 0.44
- O=C(Nc1ccc2c(c1)OCO2)C1CCCN(c2nc3ccccc3s2)C1 (stereo unspecified)
    i | -1.96
- Cn1nc(C(=O)N2CCN(c3ccc(Cl)cc3)CC2)c2c1-c1ccccc1S(=O)(=O)C2
    i | 0.58
- O=C(O)c1ccc(Nc2nc3c(s2)CCCC3)cc1
    i | -1.44
- Cc1cccc(OCCNc2ccc(C(F)(F)F)cc2[N+](=O)[O-])c1
    i | 0.01
- Cc1cccc(NC(=S)NC2CC3CCCC(C2)N3Cc2cccs2)c1 (stereo unspecified)
    i | -1.64
- CSCCC(NC(=O)C1CCC(C)CC1)C(=O)NCCN1CCOCC1 (stereo unspecified)
    i | -1.06
- CCCn1c(SCC(=O)N2CCN(c3ccc(OC)cc3)CC2)nc2c1c(=O)n(C)c(=O)n2C
    i | 0.25
- CN(Cc1ccccc1)C(=O)c1cccnc1
    i | -0.01
- Cc1ccc(SC(C)C(=O)Nc2ncn[nH]2)cc1 (stereo unspecified)
    i | 1.2
- Cc1cc(C(=O)OCC(=O)c2cccs2)c2ccccc2n1
    i | -0.02
- Cc1cccc(NC(=O)CCC(=O)Nc2nnc(C3CCCCC3)s2)c1
    i | -0.92
- O=C(c1ccco1)N1CCN(c2ncnc3c2[nH]c2ccc(Cl)cc23)CC1
    i | 0.75
- COc1ccc(CCNC(=O)CN2C(=O)c3ccccc3S2(=O)=O)cc1
    i | 0.12
- CCOC(=O)C1(Cc2ccccc2C)CCCN(C(=O)c2ccc(OC)o2)C1 (stereo unspecified)
    i | -0.06
- CC(C)COc1ccc(C(=O)N/C(=C\c2cccc([N+](=O)[O-])c2)C(=O)O)cc1
    i | 1.15
- COc1ccc(OC)c(/C=C2\SC(=S)N(NS(=O)(=O)c3ccc(C)cc3)C2=O)c1
    i | -0.23
- COc1cc(OC)c(OC)cc1/C=N/Nc1ccc(Cl)nn1
    i | 1.06
- Cc1cccc(NC(=O)C2(c3ccccc3)CCOCC2)c1
    i | -0.57
- CCn1c(SCC(=O)N2CCc3ccccc32)nnc1-c1c[nH]c2ccccc12
    i | -1.03
